# High-throughput results: PubChem, Sanford-Burnham Center for Chemical Genomics
# Gli-Sufu antag – Gli-Sufu pathway antagonism. Sufu-KO-LIGHT fibroblasts, Gli luciferase reporter luminescence. inhibition, % at 5 µM. actives 0.74% (n = 340,000). AID 588413;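 active means inhibition above about 55%, limit read from the data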;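 further: 0% = DMSO-treated cells and 100% = wells with medium but no cells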
# APJ agonist – APJ receptor agonism; activation, % at 20 µM; actives 0.11% (n = 330,000); CHO-K1 APJ PathHunter beta-arrestin, luminescence; 0% DMSO wells, 100% apelin;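 active means activation more than six SD over the plate average, tested at 20 µM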;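 further: 0% = DMSO alone and 100% = apelin-13 at 10 nM; some results filed as inactive read as strong as hits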
# Target sequence (P35414 whole entry, looked up): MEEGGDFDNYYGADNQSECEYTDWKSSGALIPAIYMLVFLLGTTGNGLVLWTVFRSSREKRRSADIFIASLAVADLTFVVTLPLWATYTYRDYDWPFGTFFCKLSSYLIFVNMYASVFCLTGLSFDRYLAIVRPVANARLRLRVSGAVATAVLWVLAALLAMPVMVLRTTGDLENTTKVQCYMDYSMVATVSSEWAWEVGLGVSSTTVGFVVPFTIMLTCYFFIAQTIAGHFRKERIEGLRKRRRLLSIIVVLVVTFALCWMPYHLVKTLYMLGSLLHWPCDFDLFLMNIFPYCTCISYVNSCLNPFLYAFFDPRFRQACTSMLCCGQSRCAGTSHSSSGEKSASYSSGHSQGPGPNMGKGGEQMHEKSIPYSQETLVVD
#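 Incubation: overnight seeding, 90 min compound at 25 °C, 1 h detection; test system: PathHunter CHO-K1 APJ (AGTRL-1) beta-arrestin reporter cells; amount: 1000 cells/well; doses: one dose, 20 µM compound, 1% DMSO; measured by: beta-gal luminescence; measure: agonist-driven arrestin binding to APJ; benchmarks: negative DMSO alone, positive Apelin-13 at 10 nM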
# APJ antagonist – APJ receptor antagonism; CHO-K1 APJ beta-arrestin complementation, luminescence; inhibition, % at 20 µM; actives 0.32% (n = 330,000); AID 2521;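 active means inhibition above about 40% at 20 µM, limit read from the data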;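 further: cells challenged with 10 nM apelin-13 agonist together with compound; plate controls were apelin-13 plus DMSO wells for no effect and DMSO wells lacking apelin-13 for full effect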
# CXCR6 inh – blocks human CXCR6 beta-arrestin recruitment | O00574 | CHO-K1 PathHunter CXCR6 beta-arrestin, luminescence | inhibition, % at 20 µM | actives 0.36% (n = 360,000) | AID 602244; in the data active means inhibition above about 34%, passing the limit was not always enough;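 further: antagonist mode with CXCL16 agonist at 10 nM final; 0% = 10 nM CXCL16 with DMSO and 100% = unstimulated wells without agonist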
# EBI2 block – antagonists of human EBI2 receptor. AID 651636. inhibition, % at 5 µM. P32249. EBI2 beta-arrestin recruitment, luminescence, 7a,25-OHC stimulated. actives 0.81% (n = 360,000); in the data active means inhibition above about 38%;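 further: enzyme fragment complementation signal reports receptor beta-arrestin coupling in cells; 0% = agonist plus DMSO wells and 100% = wells without agonist; some results beyond the cut were filed as inactive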
# UBC13 polyUb – human UBC13 polyubiquitination inhibition; AID 485273; actives 0.47% (n = 330,000); P61088; UBC13 polyubiquitin chain formation, TR-FRET; inhibition, % at 20 µM; in the data active means inhibition above about 45%, passing the limit was not always enough
# Target sequence (P61088 whole entry, looked up): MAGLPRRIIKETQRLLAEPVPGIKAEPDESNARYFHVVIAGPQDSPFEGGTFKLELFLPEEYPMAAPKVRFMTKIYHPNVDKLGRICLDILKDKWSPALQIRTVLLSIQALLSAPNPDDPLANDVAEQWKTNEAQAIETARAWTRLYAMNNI
# ATG4B inhibitor – ATG4B (human) cysteine protease inhibition | Q9Y4P1 | inhibition, % at 8.33 µM | actives 0.51% (n = 340,000) | ATG4B cleavage of LC3-PLA2, NBD-HPC fluorescence, 1 h | AID 504462; in the data active means inhibition above about 40%
# Target sequence (Q9Y4P1 whole entry, looked up): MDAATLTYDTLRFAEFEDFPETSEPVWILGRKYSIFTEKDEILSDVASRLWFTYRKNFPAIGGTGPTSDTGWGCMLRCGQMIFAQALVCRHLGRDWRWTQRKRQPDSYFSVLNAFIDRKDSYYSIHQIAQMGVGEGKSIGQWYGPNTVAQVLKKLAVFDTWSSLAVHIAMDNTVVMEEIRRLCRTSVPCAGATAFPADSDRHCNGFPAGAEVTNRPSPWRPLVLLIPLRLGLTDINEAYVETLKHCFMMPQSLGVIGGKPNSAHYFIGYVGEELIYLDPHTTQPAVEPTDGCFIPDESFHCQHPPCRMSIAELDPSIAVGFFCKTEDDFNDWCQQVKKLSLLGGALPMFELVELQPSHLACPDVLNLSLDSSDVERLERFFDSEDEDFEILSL
# CCR6 antag – blocks CCL20-driven beta-arrestin recruitment at human CCR6; P51684; CHO-K1 CCR6 PathHunter beta-arrestin, luminescence, CCL20-stimulated; inhibition, % at 20 µM; actives 0.49% (n = 340,000);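 active means compounds whose inhibition of the agonist-driven luminescence signal at 20 µM reaches about 50%, limit read from the data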;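 further: cells stimulated with CCL20 at 14 nM final; plate controls were DMSO with CCL20 for no effect and DMSO without agonist for full effect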
# An asterisk follows results filed as active; / = no result given. Compounds as they come (roughly 3% active in at least one column).
SMILES,Gli-Sufu antag,APJ agonist,APJ antagonist,CXCR6 inh,EBI2 block,UBC13 polyUb,ATG4B inhibitor,CCR6 antag
CCOc1ccc(CCNC(=O)COC(=O)Cc2ccc(OC)c(OC)c2)cc1OCC,-4,-5,1,2,1,-1,-8,3
Cc1ccc(S(=O)(=O)N2CCC(=O)CC2)cc1,4,1,6,8,2,-6,-8,11
O=C(NNC(=O)c1ccccc1F)c1ccc(Cl)c(S(=O)(=O)N2CCOCC2)c1,-11,-4,-7,6,-10,5,-34,11
NC(=O)N(N)c1nc(N2CCCC2)nc(N2CCCC2)n1,1,-2,0,1,1,4,3,5
Cn1nccc1C(=O)N1CCN(C23CC4CC(CC(C4)C2)C3)CC1,10,2,10,-6,7,-7,-4,8
O=C(CCNS(=O)(=O)c1ccc(Br)cc1)NCCCSc1ccccc1,-4,-4,14,2,19,23,-8,8
Cc1ccc(CNC(=O)c2cc(-c3cc(C)cc(C)c3O)n[nH]2)cc1,1,-1,2,-4,34,-8,2,8
CCc1cc(C(=O)NC2CCCN(Cc3ccccc3F)C2)n(C)n1 (centres undefined),65*,-2,-16,-5,0,3,-2,3
O=C(NNc1cccc(Cl)c1)c1cccnc1Cl,3,-2,11,-14,-17,-18,-5,7
CCCc1cc(=O)oc2cc(OCC(=O)NC(Cc3ccc(Cl)cc3)C(=O)O)ccc12 (centres undefined),-4,-3,11,4,2,-9,-24,-5
CC(C)(C)OC(=O)C[C@@H]1C/C=C\C[C@@H](CC(=O)N[C@H](CO)Cc2ccccc2)C(=O)NC[C@@H](c2ccccc2)OC1=O,-22,-3,15,-8,-7,6,1,-13
COc1ccc(OC)c2[nH]c(=O)c(CCNC(=O)c3ccc(S(=O)(=O)N4CCCC4)cc3)cc12,-7,-1,-3,-4,1,8,-10,-5

# Part of the list above, field by field:
O=C(NNc1cccc(Cl)c1)c1cccnc1Cl
  Gli-Sufu antag: 3 | APJ agonist: -2 | APJ antagonist: 11 | CXCR6 inh: -14 | EBI2 block: -17 | UBC13 polyUb: -18 | ATG4B inhibitor: -5 | CCR6 antag: 7

O=C(NNC(=O)c1ccccc1F)c1ccc(Cl)c(S(=O)(=O)N2CCOCC2)c1
  Gli-Sufu antag: -11 | APJ agonist: -4 | APJ antagonist: -7 | CXCR6 inh: 6 | EBI2 block: -10 | UBC13 polyUb: 5 | ATG4B inhibitor: -34 | CCR6 antag: 11

Cn1nccc1C(=O)N1CCN(C23CC4CC(CC(C4)C2)C3)CC1
  Gli-Sufu antag: 10 | APJ agonist: 2 | APJ antagonist: 10 | CXCR6 inh: -6 | EBI2 block: 7 | UBC13 polyUb: -7 | ATG4B inhibitor: -4 | CCR6 antag: 8

# Next results.
SMILES,Gli-Sufu antag,APJ agonist,APJ antagonist,CXCR6 inh,EBI2 block,UBC13 polyUb,ATG4B inhibitor,CCR6 antag
CCOC(=O)C1(O)CSc2nc3sc(C(=O)O)c(C)c3c(=O)n21 (centres undefined),2,-1,12,-2,2,-1,-11,10
O=C1CC(N(C(=O)c2ccco2)c2cccc(Cl)c2)C(=O)N1c1cccc(Cl)c1 (centres undefined),4,-5,-8,7,3,9,-6,21
C=CCn1c(CC(=O)Nc2ccc(C)cc2C)nnc1SCC(=O)N1CCOCC1,-13,0,16,-4,-7,-13,-14,-15
O=C(NCc1cccc(CNC(=O)C(=O)NCC2CCCO2)c1)C(=O)NCC1CCCO1 (centres undefined),-6,-3,-22,-3,6,1,-8,-1
CCOc1cccc(CN(C)CC2CCCN(CCc3ccc(Cl)cc3)C2)c1O (centres undefined),46,-2,-3,11,-6,17,1,20
Cc1cc(C)nc(NNC(=O)c2ccccc2O)n1,0,-4,7,6,9,11,1,4
O=C(O)Cc1ccc(NC(=O)c2cccc(NC(=O)c3ccco3)c2)cc1,0,-3,-24,1,-1,-4,-3,14
CCn1cc(C(=O)N[C@H](C(=O)O)C(C)C)c(=O)c2cc3c(cc21)OCO3,7,-2,9,5,10,7,5,-7
Cc1cc(C)cc(NS(=O)(=O)c2ccc(NC(=S)NC(=O)c3ccc(Br)o3)cc2)c1,2,-4,7,22,27,-25,34,45
COc1ccc(C(=O)NCCS(=O)(=O)NCc2ccccc2OC)cc1,2,-6,8,2,1,0,-4,13
COc1ccc(C(=O)Cn2c(NCCO)nc3ccccc32)cc1OC,3,-5,11,-14,-3,2,-6,5
O=C(CNC(=O)c1ccc(Cl)cc1Cl)OCCOc1ccccc1,-11,-6,-34,-1,-2,3,4,19
COc1ccc(C(CNC(=O)c2cc(F)c(F)c(F)c2F)N2CCOCC2)cc1 (centres undefined),-8,-2,11,3,-9,-6,1,-3
O=C(Nc1ccc(C(=O)N2CCOCC2)cc1)c1cccc([N+](=O)[O-])c1,-11,-2,8,-4,3,-4,-2,5
Cc1ccccc1Oc1ccc(NC(=O)C2CC=CCC2C(=O)O)cc1 (centres undefined),-5,0,-6,-3,1,4,-5,6
Fc1c(F)c(F)c(CSc2nc3ccccc3[nH]2)c(F)c1F,4,2,2,1,-5,-1,1,9
COC(=O)N/N=C/c1cc(OC)c(O)c([N+](=O)[O-])c1,4,-4,9,16,-1,-91,-4,17
S=C1Nc2cc(Cl)ccc2Sc2ccccc21,2,1,10,-4,4,3,6,-11
O=C(Nc1cccc(F)c1)c1cc(S(=O)(=O)N2CCOCC2)ccc1N1CCCC1,5,-3,9,-1,-5,-14,-16,7
CCn1ncc(NC(=S)Nc2ccc3c(c2)OCO3)c1C(N)=O,-10,-4,-7,-8,1,25,0,2
COc1cccc(C(=O)N2CCN(S(=O)(=O)Cc3ccccc3)CC2)c1,-40,-2,24,-7,-5,2,6,-16
CC(C)n1c(CNC(=O)c2ccccc2F)nnc1SCC(=O)c1ccc(F)cc1,6,/,/,3,-1,/,4,5
NS(=O)(=O)c1ccc2nc(NC(=O)CS(=O)(=O)c3ccc(F)cc3)sc2c1,-7,-4,-3,0,8,-3,1,6
CC(NC(=O)c1sc2cc([N+](=O)[O-])ccc2c1Cl)C(C)(C)C (centres undefined),-4,0,2,-3,2,9,-7,16
Cc1[nH]c2ccc(C(=O)OC(C)C(=O)NCc3ccccc3)cc2c1C (centres undefined),-2,-4,-2,2,0,-4,12,17
CCCCNC(=O)NS(=O)(=O)c1ccc(NS(=O)(=O)c2ccccc2)cc1,5,-4,2,-6,-1,5,-16,-2
COC(=O)[C@]1(Cc2ccccc2)N[C@H](CN(C)C(=O)Nc2ccc(OC)cc2)[C@@H]2C(=O)N(Cc3ccccc3)C(=O)[C@@H]21,-17,12*,-7,3,1,-3,-8,1
CCc1cccc(CC)c1NC(=O)COC(=O)c1cccc(S(=O)(=O)N2CCc3ccccc3C2)c1,-10,-2,-3,-3,-16,9,4,-4
CCc1ccc(OCCNC(=O)c2cc(SC)ccc2Cl)cc1,36,-3,4,-2,7,10,4,20
Cc1nn(S(=O)(=O)c2cccs2)c(C)c1Sc1ccc([N+](=O)[O-])cc1,-1,6,-15,-3,18,0,-7,11
C(#Cc1ccccc1)CN1CCOCC1,1,-3,-13,5,-6,3,-5,16
CCN(CC)S(=O)(=O)c1ccc(C(=O)NCCc2ccccn2)cc1,-6,0,-1,-11,4,-1,-3,5
COc1cc(OC)cc(-c2nnc(SCC(=O)N3CCCc4ccccc43)o2)c1,-1,-2,12,13,18,5,3,28
CO/N=C/C(C#N)=C/c1cc(C(=O)c2ccc(F)cc2)cn1C,14,-1,22,-1,15,4,-9,-11
Cc1cc(NC(=O)c2ccc3c(c2)OCO3)ccc1NC(=O)c1ccco1,5,-3,10,-2,9,4,-17,-7
O=C(CCCCCC(=O)N(CCO)CCO)N(CCO)CCO,1,-1,3,4,-2,-3,7,8
CCN(CC(=O)Nc1ccc2c(c1)OCCO2)c1nc(-c2cccnc2)nc2ccccc12,7,-1,3,-6,3,-6,-23,-1
COc1cc(NC(=S)N2CCN(c3ccccn3)CC2)c(OC)cc1Cl,3,-2,-8,-8,-3,-5,-7,5
CC(=O)NC(CC(=O)NC1CCCc2ccccc21)c1ccccc1 (centres undefined),0,-5,6,0,-10,1,-3,-2
Fc1ccc(CSc2ncnc3ccccc23)cc1,-5,0,-6,6,3,41,7,11
O=C(CCCOc1ccc(Cl)cc1Cl)Nc1ccccn1,-5,-3,-4,-2,-3,8,-13,8
CC(C)CCSc1nnc(N)s1,3,2,-16,2,-12,-6,-5,-2
Cc1ccccc1-c1nc(CS(=O)CC(=O)NCCN2CCN(Cc3ccccc3)CC2)c(C)o1 (centres undefined),4,0,-28,1,5,28,-12,8
CCn1c2ccccc2c2c3ncc4cccn4c3ccc21,-4,1,-36,-5,4,-20,35,-5
CC(C)n1c(N2CCN(CC(=O)NCc3cccs3)CC2)nc2ccccc21,15,0,-9,0,5,-2,-14,4
CN(C)CCSc1nnc(-c2ccccc2)o1,-18,-2,-24,14,-1,-3,-1,-3
CCN(CC)C(=O)CSc1nnc(-c2ccco2)n1Cc1ccco1,5,-5,-10,11,-12,6,-3,0
COc1ccc(Cl)cc1CNCCCSc1ncccn1,12,-4,-7,-1,-5,5,-3,13
CCNC(=O)CCC(=O)Nc1cc(Cl)ccc1C,-31,-3,14,-41,-5,1,-17,9
CCn1c(SCC(=O)NC(C)c2ccccc2)nc2ccccc21 (centres undefined),6,-7,-9,-3,2,4,-6,5
O=C(NC1(C(F)(F)F)N=C2SCCN2C1=O)c1ccco1 (centres undefined),6,-4,-3,-8,-4,0,-3,8
Cc1coc2c1c(C)cc1oc(=O)c(CC(=O)N[C@@H](CC(C)C)C(=O)O)c(C)c12,1,-3,-4,-8,5,-4,-8,2
CCOC(=O)C(=O)Nc1ccc(S(=O)(=O)Nc2ncccn2)cc1,4,-3,-10,-5,-9,4,1,6
CCOc1ccc(-n2c(O)c(/C=N/Nc3nnc(C)c(=O)[nH]3)c3ccccc3c2=O)cc1,25,1,-13,7,-3,-10,12,26
Cc1ccc(C(=O)NC(N2CCCC2)C(Cl)(Cl)Cl)cc1 (centres undefined),7,-1,8,0,-1,-4,-1,-4
O=C(CCCc1ccccc1)c1ccccc1,-82,1,-4,8,-5,-5,6,11
COc1ccc(/C(C)=N/NC(=O)C2C3CCCCC32)c(OC)c1 (centres undefined),2,-4,11,-3,4,3,0,3
Brc1cc(Cc2nnc(-c3ccccc3)o2)c(Br)s1,-5,0,14,-5,0,4,31,4
O=C(Nc1ncc2c(n1)CC(c1ccco1)CC2=O)c1ccccc1 (centres undefined),-6,-2,0,6,-4,0,-5,18
CC(=O)c1c(C)[nH]c(C(=O)CN2C(=O)NC(C)(CCC(C)C)C2=O)c1C (centres undefined),-3,0,0,14,2,-9,1,-10

# More compounds:
SMILES,Gli-Sufu antag,APJ agonist,APJ antagonist,CXCR6 inh,EBI2 block,UBC13 polyUb,ATG4B inhibitor,CCR6 antag
O=C(Nc1cccnc1)c1cc(-c2ccco2)on1,-5,-4,-12,-6,-7,-1,-6,-10
Cn1c(SCc2ccc(F)cc2)nnc1-c1ccncc1,-2,2,-3,-4,-2,-3,-3,2
O=c1c2c([nH]c3ccccc13)CCCCC2,5,-2,-7,-1,-5,0,23,5
CCOc1ccc(OCc2ccc(C(=O)N3CCOCC3)cc2)cc1,-34,-3,-6,-4,3,2,-9,5
O=C(Nc1ccc2c(c1)N(S(=O)(=O)c1cccs1)CCC2)c1c(F)cccc1F,0,-6,-58,10,7,6,25,24
O=C(NNC(=O)c1sccc1-n1cccc1)c1ccccc1,7,-4,12,-4,-11,2,-5,5
CS(=O)(=O)N(CC(=O)O)c1cc(C(F)(F)F)ccc1Cl,5,-3,3,-4,7,-3,0,4
COc1ccc(C(CNC(=O)c2cc(S(=O)(=O)N3CCCC3)ccc2Cl)N2CCCC2)cc1 (centres undefined),7,-6,6,1,-1,-9,5,13
